Source: PubChem (several laboratories)
C1s block = human complement C1s inhibition. P09871. purified C1s, fluorogenic AMC substrate, pooled mixtures. mean inhibition % of two 10-compound mixtures (hits give high values), % at 5 µM (by protocol). actives 0.16% (n = 62,000);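 active means inhibition above 20% in each of the two 10-compound mixture wells holding the compound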;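 further: 0% = enzyme wells lacking compound mixture and 100% = no-enzyme blank wells; some compounds called inactive have numbers as strong as hits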
CatS block = inhibitors of human cathepsin S; P25774; recombinant cathepsin S, AMC dipeptide fluorescence, pooled mixtures; inhibition, %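 (tested at 5 µM per compound within 10-compound mixtures)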; actives 0.06% (n = 62,000); in the data active means inhibition above about 32%, passing the limit was not always enough;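 further: 0% = enzyme without compound and 100% = blank without enzyme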
CatL block = inhibitors of human cathepsin L; P07711; purified cathepsin L, fluorogenic substrate, fluorescence; inhibition, %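 (tested at 10 µM)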; actives 0.17% (n = 58,000); in the data active means inhibition above about 45%;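 further: 0% = enzyme with no compound and 100% = no enzyme blank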
Target sequence (P07711 114-288 limits assumed): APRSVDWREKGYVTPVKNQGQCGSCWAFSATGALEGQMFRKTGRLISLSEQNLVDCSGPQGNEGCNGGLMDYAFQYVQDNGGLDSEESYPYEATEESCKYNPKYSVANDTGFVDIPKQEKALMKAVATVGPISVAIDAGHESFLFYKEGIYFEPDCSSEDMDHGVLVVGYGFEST
Target sequence (P07711 292-333 limits assumed): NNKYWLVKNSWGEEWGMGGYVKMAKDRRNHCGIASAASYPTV
FXIIa mix inh = blocks human factor XIIa in pooled compound mixtures. P00748. purified FXIIa, fluorogenic substrate. inhibition, % at 5 µM. actives 0.2% (n = 62,000). AID 684;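 further: 0% = enzyme without compound and 100% = no enzyme blank; some results filed as inactive read as strong as hits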
FXIa inh mix = inhibitors of human coagulation factor XIa, pooled mixtures; actives 0.19% (n = 62,000); inhibition, % at 5 µM; P03951; purified FXIa, fluorogenic substrate;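 further: each value is inhibition by a whole ten-compound pool holding the compound; 0% = enzyme with no mixture and 100% = wells lacking enzyme; strong numbers were not always called active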
ROCK2 inh = blocks human Rho kinase 2 activity. purified ROCK2, Kinase-Glo ATP depletion luminescence. AID 604. actives 0.35% (n = 60,000). O75116. inhibition, % at 6 µM;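 active means inhibition above the screen-wide mean inhibition plus 3 SD, cut at about 18% in these data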;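 further: plate controls were DMSO wells for no effect and Y-27632 control wells after no-enzyme background subtraction for full effect; many of its hits are not listed in these tables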
JNK3 inh = blocks human JNK3 kinase activity | P53779 | purified JNK3 kinase activity, HTS | inhibition, % at 8 µM | actives 0.61% (n = 60,000); in the data active means inhibition above about 17%;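 further: 0% = DMSO and 100% = reference inhibitor; many of its hits are not listed in these tables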
Target sequence (P53779 whole entry, looked up): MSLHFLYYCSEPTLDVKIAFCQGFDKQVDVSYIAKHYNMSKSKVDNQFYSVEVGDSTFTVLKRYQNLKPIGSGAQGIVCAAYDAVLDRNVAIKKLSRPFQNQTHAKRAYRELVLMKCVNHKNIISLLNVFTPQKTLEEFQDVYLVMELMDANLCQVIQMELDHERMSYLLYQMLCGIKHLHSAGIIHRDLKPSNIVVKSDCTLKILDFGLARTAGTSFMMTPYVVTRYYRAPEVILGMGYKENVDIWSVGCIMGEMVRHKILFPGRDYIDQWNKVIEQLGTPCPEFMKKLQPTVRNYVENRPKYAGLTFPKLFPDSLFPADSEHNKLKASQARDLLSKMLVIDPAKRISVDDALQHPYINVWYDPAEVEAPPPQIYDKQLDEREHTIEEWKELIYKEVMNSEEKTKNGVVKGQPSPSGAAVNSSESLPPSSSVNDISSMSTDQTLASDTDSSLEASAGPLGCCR
Cathepsin G inh = cathepsin G (human) inhibition | purified enzyme, AMC-tetrapeptide fluorescence, pooled mixtures | inhibition, % at 5 µM (by protocol) | actives 0.2% (n = 62,000) | AID 581;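 active means inhibition above 20% in each of the two mixture wells holding the compound; inactive means inhibition of 20% or less in either well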;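 further: 0% = enzyme control without mixture and 100% = blank lacking enzyme; strong numbers were not always called active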
Target sequence (P08311 21-244 limits assumed): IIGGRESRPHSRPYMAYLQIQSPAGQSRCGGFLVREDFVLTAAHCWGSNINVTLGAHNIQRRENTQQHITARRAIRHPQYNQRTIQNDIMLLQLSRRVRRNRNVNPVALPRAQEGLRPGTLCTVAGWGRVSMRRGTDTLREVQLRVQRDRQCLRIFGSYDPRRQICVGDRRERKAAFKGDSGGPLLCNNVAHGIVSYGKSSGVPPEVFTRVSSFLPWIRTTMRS
PKA inh = blocks human protein kinase A activity. AID 524. PKA Kemptide phosphorylation, Kinase-Glo ATP luminescence. inhibition, % at 6 µM. P17612. actives 0.1% (n = 65,000);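 active means inhibition above the screen-wide mean inhibition plus 3 SD, cut at about 21% in these data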; further: many of its hits are not listed in these tables
Numbers without * were called inactive. Unless noted, no stated cut-off is given here; in the data, active means inhibition above about 20% (passing the limit was not always enough); inactive means the rest. Random draw from the library; 1.5% or so of the library scored in one or more.

What do the screens show for `O=C(CSCCO)Nc1cccc2ccccc12`?
C1s block: 0; CatS block: 6; CatL block: 0; FXIIa mix inh: 16; FXIa inh mix: 11; ROCK2 inh: 7; JNK3 inh: 11; Cathepsin G inh: 0; PKA inh: 6

How did O=C1CC(Sc2ncccn2)C(=O)N1c1ccccc1C(F)(F)F (centres undefined) do in these assays?
C1s block: 3; CatS block: 7; CatL block: 8; FXIIa mix inh: 6; FXIa inh mix: 10; ROCK2 inh: 6; JNK3 inh: 0; Cathepsin G inh: -4; PKA inh: 3

What do the screens show for `Cc1cccn2c(=O)c3cc(C(=O)N4c5ccccc5CC4C)n(C)c3nc12` (centres undefined)?
C1s block: -1; CatS block: 7; CatL block: -4; FXIIa mix inh: 8; FXIa inh mix: 3; ROCK2 inh: 2; JNK3 inh: -1; Cathepsin G inh: 9; PKA inh: 8

How did COc1ccc(OC)c(NC(=O)C2CCN(S(=O)(=O)c3c(C)noc3C)CC2)c1 do in these assays?
C1s block: 12; CatS block: -4; CatL block: -6; FXIIa mix inh: 8; FXIa inh mix: 5; Cathepsin G inh: 8; PKA inh: 6

How did Cc1cc(NC(=O)CCC(=O)N(c2ccccc2)C(C(=O)NC2CCCC2)c2ccncc2)no1 (centres undefined) do in these assays?
C1s block: 1; CatS block: -2; FXIIa mix inh: 6; FXIa inh mix: 10; ROCK2 inh: -2; JNK3 inh: 2; Cathepsin G inh: 4; PKA inh: -5

How did CCOc1ccc(C2CC(=O)NC(SC)=C2C#N)cc1 (centres undefined) do in these assays?
C1s block: 3; CatS block: 3; CatL block: 8; FXIIa mix inh: 2; FXIa inh mix: 1; ROCK2 inh: 1; JNK3 inh: 6; Cathepsin G inh: -1; PKA inh: 4

How did COCCNC(=O)c1cc2c(-c3ccccc3F)nn(C)c2s1 do in these assays?
C1s block: -16; CatS block: -9; CatL block: 2; FXIIa mix inh: 2; FXIa inh mix: -8; ROCK2 inh: 0; JNK3 inh: -2; Cathepsin G inh: 7; PKA inh: 1

What do the screens show for `O=C(Nc1ccon1)c1ccc(Br)o1`?
C1s block: -60; CatS block: -5; CatL block: -4; FXIIa mix inh: -8; FXIa inh mix: 5; ROCK2 inh: 7; JNK3 inh: -1; Cathepsin G inh: 4; PKA inh: 6

How did CC(C)(C)c1ccc(C(=O)NCc2cccnc2)cc1 do in these assays?
C1s block: 6; CatS block: 13; CatL block: 14; FXIIa mix inh: -17; FXIa inh mix: 1; ROCK2 inh: 4; JNK3 inh: 9; Cathepsin G inh: 2; PKA inh: 12

What do the screens show for `CCCc1cc(C(=O)NCc2ccccc2)no1`?
C1s block: -3; CatS block: 13; FXIIa mix inh: 1; FXIa inh mix: 2; ROCK2 inh: 3; JNK3 inh: 7; Cathepsin G inh: 11; PKA inh: -1

Results for COc1ccc(NC(=O)Cn2nnc(-c3ccccc3NC(=O)c3ccco3)n2)cc1 ?
C1s block: -6; CatS block: 6; CatL block: -2; FXIIa mix inh: -2; FXIa inh mix: 0; ROCK2 inh: 3; JNK3 inh: 4; Cathepsin G inh: 3; PKA inh: 10

Results for Cc1cc(=O)[nH]c2ccccc12 ?
C1s block: 4; CatS block: 2; CatL block: 10; FXIIa mix inh: 3; FXIa inh mix: 6; ROCK2 inh: 5; JNK3 inh: -5; Cathepsin G inh: 17; PKA inh: 6

What do the screens show for `N#Cc1ccsc1NC(=O)COC(=O)CCCSc1nc2ccccc2s1`?
C1s block: -14; CatS block: -3; CatL block: 9; FXIIa mix inh: -15; FXIa inh mix: 0; ROCK2 inh: 6; JNK3 inh: 6; Cathepsin G inh: 4; PKA inh: 9

What do the screens show for `O=C(CCN1C(=O)c2ccccc2C1=O)N1CCN(Cc2ccc(Cl)cc2Cl)CC1`?
C1s block: 11; CatS block: 18; CatL block: 8; FXIIa mix inh: 2; FXIa inh mix: 9; ROCK2 inh: 5; JNK3 inh: -1; Cathepsin G inh: 7; PKA inh: 6

Results for Cn1c(=O)oc2cc(S(=O)(=O)N3CCOCC3)ccc21 ?
C1s block: -121; CatS block: -6; CatL block: 10; FXIIa mix inh: 4; FXIa inh mix: -34; ROCK2 inh: -2; JNK3 inh: -5; Cathepsin G inh: -23; PKA inh: -1

What do the screens show for `O=C1CCc2cc(S(=O)(=O)N3CCC(C(=O)Nc4nccs4)CC3)ccc2N1`?
C1s block: 0; CatS block: 15; CatL block: 22; FXIIa mix inh: -16; FXIa inh mix: 12; ROCK2 inh: -1; JNK3 inh: 4; Cathepsin G inh: 4; PKA inh: 0

What do the screens show for `CC(C)n1c(SC2CCOC2=O)nc2ccccc21` (centres undefined)?
C1s block: 2; CatS block: 6; CatL block: 9; FXIIa mix inh: 6; FXIa inh mix: 2; ROCK2 inh: 5; JNK3 inh: 3; Cathepsin G inh: -16; PKA inh: 10

Results for CCOC(=O)c1ccc(CC2S/C(=C(\C#N)C(C)=O)NC2=O)cc1 (centres undefined) ?
C1s block: 0; CatS block: 2; CatL block: 20; FXIIa mix inh: -14; FXIa inh mix: 6; ROCK2 inh: -6; JNK3 inh: -5; Cathepsin G inh: 4; PKA inh: 1

How did CC(=O)c1cccc(NC(=O)c2ccc(NS(C)(=O)=O)cc2)c1 do in these assays?
C1s block: 7; CatS block: 11; CatL block: 14; FXIIa mix inh: -1; FXIa inh mix: 6; ROCK2 inh: 1; JNK3 inh: 8; Cathepsin G inh: 13; PKA inh: -5

How did O=C(NCc1ccc2c(c1)OCO2)c1cccc(Cl)c1 do in these assays?
C1s block: 7; CatS block: 14; CatL block: -7; FXIIa mix inh: -17; FXIa inh mix: 14; ROCK2 inh: 3; JNK3 inh: 8; Cathepsin G inh: 14; PKA inh: 0

What do the screens show for `O=C(O)CCn1ccnc1-c1ccccc1`?
C1s block: 7; CatS block: 0; CatL block: -1; FXIIa mix inh: -16; FXIa inh mix: 4; ROCK2 inh: 5; JNK3 inh: 4; Cathepsin G inh: 11; PKA inh: 4

How did CCCCS(=O)CC(COc1ccc(Cl)cc1)OC(=O)c1ccccc1 (centres undefined) do in these assays?
C1s block: 2; CatS block: -1; CatL block: -10; FXIIa mix inh: 2; FXIa inh mix: 3; ROCK2 inh: 2; JNK3 inh: 4; Cathepsin G inh: 8; PKA inh: -8

What do the screens show for `CCOC(=O)C1CCN(S(=O)(=O)c2cc(Br)cc3c2N(C(=O)C2CC2)CC3)CC1`?
C1s block: -1; CatS block: -3; CatL block: -6; FXIIa mix inh: 6; FXIa inh mix: 1; Cathepsin G inh: -2; PKA inh: 2

What do the screens show for `COc1ccc(OC)c(-c2cc(C(=O)NCc3ccco3)no2)c1`?
C1s block: -28; CatS block: 6; CatL block: 17; FXIIa mix inh: 10; FXIa inh mix: -19; ROCK2 inh: 1; JNK3 inh: -2; Cathepsin G inh: -11; PKA inh: 4

How did CC(C)C(C(=O)NC(C)(C)C)N1C(=O)c2ccccc2C1=O (centres undefined) do in these assays?
C1s block: -7; CatS block: 14; CatL block: 20; FXIIa mix inh: 6; FXIa inh mix: 3; ROCK2 inh: 4; JNK3 inh: -3; Cathepsin G inh: -2; PKA inh: 8

Results for OC1(c2cn(Cc3ccccc3)nn2)CCCCC1 ?
C1s block: 13; CatS block: -6; CatL block: 7; FXIIa mix inh: 1; FXIa inh mix: 8; ROCK2 inh: 6; JNK3 inh: -2; Cathepsin G inh: 12; PKA inh: 8

Results for CCc1cc2c(=O)c(-c3cscn3)coc2cc1O ?
C1s block: -5; CatS block: 13; CatL block: -4; FXIIa mix inh: 3; FXIa inh mix: 2; ROCK2 inh: 9; JNK3 inh: -1; Cathepsin G inh: 6; PKA inh: 8

What do the screens show for `CC(C)CC(=O)N=C1SC2CS(=O)(=O)CC2N1CCc1ccccc1` (centres undefined)?
C1s block: -9; CatS block: 4; CatL block: -27; FXIIa mix inh: 0; FXIa inh mix: -2; ROCK2 inh: -7; JNK3 inh: -2; Cathepsin G inh: -15; PKA inh: 0

How did COC(=O)c1cc2c(cc1Cl)SC(=NCCCN1CCOCC1)NS2(=O)=O do in these assays?
C1s block: -3; CatS block: 14; CatL block: 15; FXIIa mix inh: 4; FXIa inh mix: -3; ROCK2 inh: 5; JNK3 inh: 2; Cathepsin G inh: -6; PKA inh: 7

What do the screens show for `Cc1ccc(CNC(=O)C2CCCCC2C(=O)O)cc1` (centres undefined)?
C1s block: 14; CatS block: -2; CatL block: 3; FXIIa mix inh: 6; FXIa inh mix: 1; ROCK2 inh: 3; JNK3 inh: 5; Cathepsin G inh: 12; PKA inh: 12

How did COc1ccc(-n2c(C)cc(C(=O)COC(=O)Cn3cnc4ccccc43)c2C)cc1 do in these assays?
C1s block: 10; CatS block: 5; CatL block: 26; FXIIa mix inh: 2; FXIa inh mix: 4; ROCK2 inh: 5; JNK3 inh: -2; Cathepsin G inh: 10; PKA inh: 9

What do the screens show for `CCOC(=O)Nc1c(C(=O)OC)[nH]c2cccc(OC)c12`?
C1s block: -12; CatS block: 18; CatL block: 10; FXIIa mix inh: 6; FXIa inh mix: 6; ROCK2 inh: 1; JNK3 inh: -9; Cathepsin G inh: 4; PKA inh: 9

How did COCCN(C(=O)CCCC(=O)Nc1ccccn1)C(C(=O)NC1CCCCC1)c1ccc(C)cc1 (centres undefined) do in these assays?
C1s block: -41; CatS block: -6; FXIIa mix inh: 13; FXIa inh mix: -3; ROCK2 inh: 0; JNK3 inh: -1; Cathepsin G inh: -6; PKA inh: 1

What do the screens show for `COc1ccc2c(=O)c3c(=O)n(Cc4ccco4)c(-c4ccccc4)nc3oc2c1`?
C1s block: -32; CatS block: -5; CatL block: 5; FXIIa mix inh: 1; FXIa inh mix: -6; ROCK2 inh: 8; JNK3 inh: 8; Cathepsin G inh: 2; PKA inh: 10

What do the screens show for `COc1ccc(C(C)C)cc1S(=O)(=O)N1CCN(C)CC1`?
C1s block: -5; CatS block: 18; CatL block: 6; FXIIa mix inh: 3; FXIa inh mix: 21; Cathepsin G inh: -3; PKA inh: 2

How did C1=C(c2ccccc2)Nc2nnnn2C1 do in these assays?
C1s block: 0; CatS block: -8; FXIIa mix inh: 11; FXIa inh mix: 9; ROCK2 inh: 6; JNK3 inh: 5; Cathepsin G inh: -2; PKA inh: 7

What do the screens show for `Cn1c(NCc2ccco2)nc2c1c(=O)n(Cc1ccc(Cl)c(Cl)c1)c(=O)n2C`?
CatL block: 20; ROCK2 inh: -3; JNK3 inh: 0; PKA inh: 4

Results for CCOC(=O)C1=C(C)N=C2SC(CC)C(=O)N2C1c1ccc(OC(C)=O)c(OCC)c1 (centres undefined) ?
C1s block: -6; CatS block: -4; CatL block: -7; FXIIa mix inh: -17; FXIa inh mix: 12; Cathepsin G inh: -1; PKA inh: 8

How did Cn1nccc1C(=O)OCC(=O)Nc1nc(-c2ccccc2)cs1 do in these assays?
C1s block: -8; CatS block: -5; CatL block: 1; FXIIa mix inh: -2; FXIa inh mix: 3; ROCK2 inh: 7; JNK3 inh: 7; Cathepsin G inh: -9; PKA inh: 10

What do the screens show for `Cc1ccc(-n2nc(-c3cccs3)cc2C(=O)NCC2CCCO2)c(C)c1` (centres undefined)?
C1s block: 16; CatS block: 17; CatL block: 11; FXIIa mix inh: 2; FXIa inh mix: 3; ROCK2 inh: -1; JNK3 inh: 2; Cathepsin G inh: 15; PKA inh: -3

Random excerpt: 2 entries already listed.
What do the screens show for `Cc1ccc(-n2nc(-c3cccs3)cc2C(=O)NCC2CCCO2)c(C)c1` (centres undefined)?
C1s block: 16; CatS block: 17; CatL block: 11; FXIIa mix inh: 2; FXIa inh mix: 3; ROCK2 inh: -1; JNK3 inh: 2; Cathepsin G inh: 15; PKA inh: -3

How did COc1ccc(-n2c(C)cc(C(=O)COC(=O)Cn3cnc4ccccc43)c2C)cc1 do in these assays?
C1s block: 10; CatS block: 5; CatL block: 26; FXIIa mix inh: 2; FXIa inh mix: 4; ROCK2 inh: 5; JNK3 inh: -2; Cathepsin G inh: 10; PKA inh: 9
